Tb PFK block – qHTS Assay to Find Inhibitors of T. brucei phosphofructokinase; ATP-dependent 6-phosphofructokinase (Trypanosoma brucei brucei), O15648; T. brucei PFK, ADP-Glo luminescence; Potency, µM (top dose mostly 57.5 µM), for inactives: at the top dose activity, negative = inhibition, most hits filed as inhibitors; hit rate 0.17% among 330,000;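 further: potency means the concentration at half of the fitted maximal effect; 0% = uninhibited 1x PFK enzyme wells and -100% = no-enzyme wells; nearly all actives have a fitted effect of over 60% in size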
Target sequence (O15648 whole entry, looked up): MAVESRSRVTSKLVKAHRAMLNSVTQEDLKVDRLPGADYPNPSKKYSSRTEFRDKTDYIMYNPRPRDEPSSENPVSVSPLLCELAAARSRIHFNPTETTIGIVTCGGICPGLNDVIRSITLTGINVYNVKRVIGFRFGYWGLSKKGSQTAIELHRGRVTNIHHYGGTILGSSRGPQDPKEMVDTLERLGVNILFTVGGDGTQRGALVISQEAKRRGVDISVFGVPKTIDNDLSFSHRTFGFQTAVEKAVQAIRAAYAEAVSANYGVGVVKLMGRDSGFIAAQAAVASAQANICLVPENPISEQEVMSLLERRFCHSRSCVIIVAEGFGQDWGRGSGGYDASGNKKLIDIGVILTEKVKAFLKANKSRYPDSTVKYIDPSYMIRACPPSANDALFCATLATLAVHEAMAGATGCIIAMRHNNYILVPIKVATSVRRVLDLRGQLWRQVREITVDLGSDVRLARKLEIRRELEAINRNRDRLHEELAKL
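ADP-Glo luminescence quantified ADP after 45 min at room temperature, with 1.25 nM T. brucei PFK, 0.1 mM ATP and 0.5 mM fructose-6-phosphate in pH 8.0 TEA buffer. qHTS titrations up to 57 µM; curves classified by quality.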
ELG1 DNA repair – qHTS screen for small molecules that inhibit ELG1-dependent DNA repair in human embryonic kidney (HEK293T) cells expressing luciferase-tagged ELG1. Potency, µM (series often up to 46.1 µM), for inactives: top-dose activity change, negative = inhibition, hits mostly inhibitors. HEK293T ELG1-luciferase reporter, luminescence, 16 h; DNA damage induced by 5-fluorouridine. AID 504467, 2011. hit rate 2.3% among 330,000; further: potency means the concentration at half of the fitted maximal effect; on the % scale 0 is the no-effect control and ±100 the full control effect; nearly all actives have a fitted effect of over 55% in size
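Quantitative HTS, concentration-response format. 2,000 cells/well co-treated with 5-fluorouridine and compound, 16 hr in 5% CO2 at 37 °C; ONE-Glo luminescence read after 30 min.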
uPA generation – qHTS for Inhibitors of Cell Surface uPA Generation | Potency, µM (doses to about 38.3 µM), for the others: at the top dose activity change, negative = inhibition, usual class: inhibitors | hit rate 0.31% among 330,000 | cell surface uPA generation assay, qHTS | AID 540303, 2011; active means well fitted inhibition curve with a large enough effect; inconclusive means small, poorly fitted or top-dose-only effect; inactive means no such curve, though single readings can be large or run the other way; tested in mouse RAW 264.7 cells; further: potency means the concentration at half of the fitted maximal effect; on the % scale 0 is the no-effect control and ±100 the full control effect; nearly all actives have a fitted effect of over 55% in size
PTAP TSG101 blk – qHTS Assay for Iinhibitors of HIV-1 Budding by Blocking the Interaction of PTAP/TSG101. Potency, µM (titrated, usually from 115 µM), for inactives: top-dose activity change, negative = inhibition, most hits filed as inhibitors. Fluorescence polarization, FITC-PTAP peptide / Tsg101 binding. Tumor susceptibility gene 101 protein (Homo sapiens), Q99816. 340,000 tested, under 10 active; active means well fitted inhibition curve with a large enough effect in the main read-out, with a control signal flat, not every such curve was filed as active; inconclusive means small, poorly fitted or top-dose-only effect, or effect the other way, or a change in a side signal; inactive means no such curve, though single readings can be large or run the other way; further: potency means the concentration at half of the fitted maximal effect; % of control where 0% means no effect
Target sequence (Q99816 whole entry, looked up): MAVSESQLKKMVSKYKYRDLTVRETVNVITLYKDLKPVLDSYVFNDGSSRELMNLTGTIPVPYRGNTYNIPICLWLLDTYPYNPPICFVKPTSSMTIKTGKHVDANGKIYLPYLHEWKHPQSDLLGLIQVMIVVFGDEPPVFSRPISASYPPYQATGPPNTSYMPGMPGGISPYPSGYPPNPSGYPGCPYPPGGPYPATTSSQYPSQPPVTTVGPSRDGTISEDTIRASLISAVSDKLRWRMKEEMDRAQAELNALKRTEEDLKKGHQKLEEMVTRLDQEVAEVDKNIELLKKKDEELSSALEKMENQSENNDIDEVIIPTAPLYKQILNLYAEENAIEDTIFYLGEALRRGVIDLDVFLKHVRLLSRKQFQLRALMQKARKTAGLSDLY
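FP read-out: FITC-PTAP peptide, 50 nM final, binding Tsg101 binding domain, 10 uM final; 20 min, r.t.; 10 mM HEPES pH 7.5, 0.15 M NaCl, 0.01% Tween 20, 3 mM EDTA, 0.1 mM TCEP.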
TCR act – Activators of T cell receptors: qHTS campaign; primary human leukocytes, anti-CD3, IL-2 HTRF, 48 h; Potency, µM (highest dose often 9.22 µM), for inactives: at the highest dose activation of IL-2 secretion, hits mostly activators; 330,000 tested, under 10 active; further: % of control where 0% means no effect
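Compounds are tested in HTS on primary human leukocytes co-incubated with a-CD3 beads for 48 hr. IL-2 output is measured by time-resolved FRET.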
BCR signal inh – qHTS Assay to Find Inhibitors of Chronic Active B-Cell Receptor Signaling; ABC-DLBCL IkBa-CBG/CBR reporter, luminescence ratio, 4 h; Potency, µM (highest dose often 46.1 µM), without a hit: at the highest dose ratio change, negative = lower green/red ratio, most hits filed as inhibitors; hit rate 0.05% among 340,000; AID 493014, 2011; active means well fitted inhibition curve with a large enough effect in the signal ratio, with a control signal flat, not every such curve was filed as active; inconclusive means small, poorly fitted or top-dose-only effect, or effect the other way, or a change in a side signal; the % refers to the signal ratio;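 further: potency means the concentration at half of the fitted maximal effect; plate controls were basal doxycycline-induced cells for no effect and cells given 10 µM MG132 for full effect; MG132 reads +100%, hits lower the ratio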
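Concentration-response series (up to 46 uM) were applied to TMD8 dual-reporter cells for 4 h at 37C with doxycycline. Green/red ratio, after filter-overlap correction, defined %Activity; red signal alone was normalised to basal cells and zero luminescence.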
USP2a inh – qHTS Assay for Inhibitors of Ubiquitin-specific Protease USP2a Using CHOP2 as the Reporter. Ubiquitin carboxyl-terminal hydrolase 2 (Homo sapiens), O75604. USP2 core, Ub-CHOP2 coupled fluorogenic reporter, 485/531. AID 463254, 2010. Potency, µM (doses to about 38.3 µM), without a hit: at the top dose activity change, negative = inhibition, most hits filed as inhibitors. hit rate 0.01% among 330,000;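 further: potency means the concentration at half of the fitted maximal effect; plate controls were DMSO wells for no effect and full inhibition by NEM control for full effect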
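Cell-free coupled assay: 10nM USP2 core preincubated 30min RT with compound in Tris-HCl pH 8.0/CaCl2/CHAPS buffer, then 25nM Ub-CHOP2 and 25nM reporter substrate; fluorescence (Ex 485/Em 531) read after 60min RT, normalized to NEM inhibition, concentration-response curves fitted.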
Eya2 phos inh – qHTS Assay for Inhibitors of the Phosphatase Activity of Eya2 | Protein phosphatase EYA2 (Homo sapiens), O00167 | recombinant Eya2, OMFP fluorescence dephosphorylation (OMFP is methylfluorescein phosphate) | Potency, µM (top dose mostly 76.9 µM), for inactives: at the highest dose activity, negative = inhibition, most hits filed as inhibitors | hit rate 0.006% among 330,000 | AID 488837, 2010; further: potency means the concentration at half of the fitted maximal effect; on the % scale 0 is the no-effect control and ±100 the full control effect
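Eya2 protein (added as 0.2 uM solution) was preincubated with compound for 10 min at ambient temperature in 50 mM HEPES pH 7.5, 50 mM NaCl, 5 uM MgCl2, 0.05% BSA, 1 mM DTT. OMFP (added at 50 uM) then reacted 10 min; fluorescence read at 485/525 nm.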
TSHR antagonist – Antagonists of the Thyroid Stimulating Hormone Receptor: HTS campaign; hit rate 0.2% among 330,000; Thyrotropin receptor (Homo sapiens), P16473; activity change, negative = inhibition, % at 11.5 µM; TSHR-expressing cells, TSH-stimulated cAMP HTRF, 2 h; hits give low values; AID 504810, 2011;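 active means activity change below a set negative limit, meaning inhibition stronger than a set level, cut at about -70% in these data; inconclusive means activity change between two set negative limits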; further: on the % scale 0 is the no-effect control and ±100 the full control effect
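Competitive HTRF cAMP read-out (cryptate anti-cAMP antibody, cAMP-d2; 30 min, room temperature) in freshly harvested TSHR cells. Compounds added before TSH at EC80 (4nM final), followed by 2 hours' incubation at 37 deg C.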
Mito fusion yeast – qHTS Assay for Small Molecule Inhibitors of Mitochondrial Division or Activators of Mitochondrial Fusion | S. cerevisiae fusion-defective mutant growth rescue, CellTiterGlo 48 h | Potency, µM (series often up to 46.1 µM), inactives show top-dose growth rescue (activation), most hits filed as activators | hit rate 0.23% among 320,000 | AID 485298, 2010;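 further: potency means the concentration at half of the fitted maximal effect; % of control where 0% means no effect; nearly all actives have a fitted effect of over 45% in size; temperature-sensitive fusion mutants such as fzo1-1 at 37 °C on non-fermentable ethanol glycerol medium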
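Temperature-sensitive fusion-defective S. cerevisiae (e.g. fzo1-1, mgm1-5) were grown with compound in YPEG medium (3% ethanol, 3% glycerol) for 48 hours at 37C. Growth rescue was measured as viability by CellTiterGlo luminescence after 10 minutes at ambient.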
B2AR arrestin – qHTS assay of beta-arrestin-biased ligands of beta2-adrenergic receptor | hit rate 0.02% among 330,000 | Potency, µM (series often up to 46.1 µM), without a hit: top-dose activation, most hits filed as activators | beta-arrestin recruitment to beta2AR, cell-based reporter | Beta-2 adrenergic receptor (Homo sapiens), P07550;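 further: potency means the concentration at half of the fitted maximal effect; 0% = DMSO controls and full agonism = EC100 isoproterenol or metaproterenol; nearly all actives have a fitted effect of over 65% in size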
Numbers without * were called inactive; u = inconclusive; x = not tested or not shown; [ ] = remark or other dose. Unless noted, the call rests on the fitted dose curve; in most records, active means well fitted curve in the direction sought with a large enough effect; inconclusive means small, poorly fitted or top-dose-only effect, or another doubt; inactive means no such curve, though single readings can be large; an effect the other way counts as inactive or inconclusive.

SMILES	Tb PFK block	ELG1 DNA repair	uPA generation	PTAP TSG101 blk	TCR act	BCR signal inh	USP2a inh	Eya2 phos inh	TSHR antagonist	Mito fusion yeast	B2AR arrestin
Cc1ccc(NC(=O)C2C3CCC(O3)C2C(=O)O)cc1C (configuration not stated)	2%	22%	u	-9%	-2%	3%	-6%	7%	-3	-1%	-0.3%
O=C1C(Nc2ccccc2)=C2CCCC=C2N1c1ccccc1	1%	u	9%	-3%	-18%	0%	-3%	9%	-16	17%	-0.7%
O=C1CCCN2N=C(SCC(=O)Nc3ccc(Cl)cc3)SC2=N1	2%	1%	1%	-5%	-3%	1%	-1%	-1%	-8	4%	-0.8%
COc1ccc(S(=O)(=O)NCc2ccc3c(c2)OCO3)cc1C(=O)O	4%	3%	1%	-6%	2%	-1%	-1%	12%	12	-3%	-0.3%
COc1ccc(N2CCN(C(=O)c3ccncc3)CC2)cc1	3%	0%	x	-6%	-2%	-8%	2%	7%	19	3%	-0.4%
CCCCN(C(=O)c1cc(OC)c(OC)c(OC)c1)C1=CC2CCC(C1)N2C (configuration not stated)	1%	6%	3%	-2%	5%	u	2%	-7%	-7	-1%	0.5%
CCN(CC)S(=O)(=O)c1ccc(NC(=S)NC(=O)C(C)C)cc1	4%	3%	-2%	-1%	-3%[46.1 µM]	u	2%	-9%	-7	5%	-0.2%
COc1ccc(NC(=S)NCc2ccccc2)c(OC)c1	2%	0%	3%	-1%	1%	-2%	-1%	1%	4	-12%	-0.5%
CSc1ccccc1NC(=O)C(C)N1C(=O)c2ccccc2S1(=O)=O (configuration not stated)	-1%	-29%	2%	-1%	-5%	-5%	-1%	-21%	8	0%	-1.6%
OC(COc1c(F)cc(Br)cc1F)CN1CCOCC1 (configuration not stated)	-11%	2%	5%	-1%	7%	4%	2%	0%	2	0%	-0.5%
CCn1nc(NC(=O)COC)c2cc3cc(C)ccc3nc21	-1%	u	-4%	0%	-2%	3%	5%	2%	-9	14%	0.4%
CC(/C=N/n1c(-c2ccc(Cl)cc2)n[nH]c1=S)=C\c1ccco1	-6%	0%	-6%	-2%	0%[46.1 µM]	u	-6%	1%	-31	10%	-0.3%
O=C(O)c1ccccc1C(=O)OCCCc1ccncc1	-4%	11%	14%	0%	-1%	-6%	2%	-13%	-1	-6%	-0.1%
COc1ccc(CCN(Cc2cc3cccc(C)c3n3nnnc23)C(=O)c2ccncc2)cc1OC	2%	-4%	x	x	x	-1%	0%	1%	-1	-2%	-0.1%
Cc1cc(CNC(=O)COC(=O)C2CC3CCCC(C2)C3=O)cc(C)c1O (configuration not stated)	9%	0%	9%	-8%	1%	0%	1%	0%	-6	x	0.0%
CCOc1ccc(N(CC(=O)Nc2ccc(C)cc2C)S(C)(=O)=O)cc1	0%	2%	-2%	0%	1%	-14%	-1%	-12%	17	-2%	-0.8%
CCOc1cc(C(C(=O)NCC2CCCO2)N(C(=O)Cn2nnc3ccccc32)c2ccc(OC)c(OC)c2)ccc1O (configuration not stated)	6%	-2%	-7%	0%	-13%	8%	0%	7%	3	-4%	0.0%
CC1=C(C#N)C(C)C2=C(CC(C)(C)CC2=O)N1 (configuration not stated)	1%	u	-1%	0%	1%	12%	3%	-1%	3	4%	0.0%
CCN(CC)CCCN(C(=O)c1cccc(C)c1)c1nc(-c2ccc(OC)cc2)cs1	-3%	-18%	-9%	-2%	-1%	-12%	1%	2%	-15	-14%	-0.9%
c1coc(-c2nnc(-c3cccs3)o2)c1	1%	u	-3%	-8%	2%	-8%	0%	10%	7	-3%	-0.9%
O=Cc1c[nH]c2ccc(S(=O)(=O)N3CCOCC3)cc12	-7%	4%	2%	-4%	9%	u	0%	9%	3	-2%	-0.3%
COc1cc([C@H]2c3[nH]c4ccccc4c3C[C@H]3C(=O)N4[C@@H](c5cc(OC)c(OC)c(OC)c5)c5[nH]c6ccccc6c5C[C@H]4C(=O)N23)cc(OC)c1OC	-2%	-13%	-11%	0%	-12%	u	-1%	1%	-2	0%	-0.4%
O=C(COC(=O)C1CCN(c2ccc(C(F)(F)F)cn2)CC1)Nc1cccc(F)c1	0%	5%	-3%	-1%	-7%	-6%	-10%	-6%	5	4%	-0.3%
CCOC(=O)C1=CNS(=O)(=O)NC1c1ccc(OC(C)=O)cc1 (configuration not stated)	0%	6%	17%	-4%	4%[46.1 µM]	-1%	1%	1%	23	x	-0.3%
CC(=O)Nc1nonc1NC(=O)CSc1nc2ccccc2o1	3%	8%	4%	-7%	-4%	u	0%	-5%	4	-3%	u
CCOC(=O)NC(=O)CSc1ccc(C)cc1C	-1%	5%	1%	-3%	4%	0%	1%	9%	6	-3%	0.1%
COc1ccccc1N(CC(=O)Nc1ccc(Br)cc1F)S(=O)(=O)c1cccs1	0%	-21%	0%	-2%	1%	u	1%	-21%	0	9%	-0.1%
Cc1cc(=O)oc2c3c(cc(OCC(=O)NCc4ccccc4)c12)OC(C)(C)CC3	-2%	-29%	-22%	-6%	9%	26%	-6%	8%	-5	11%	-0.1%
O=C(COC(=O)CCC(=O)c1cccs1)NCc1ccco1	6.7µM*	2%	9%	-1%	-7%	u	0%	11%	-7	-7%	-0.4%
Cn1nnnc1SCc1cc(=O)n2ccsc2n1	1%	5%	9%	-8%	3%	0%	1%	-8%	-2	-6%	-0.6%
COc1cccc2[nH]c3c(N4CCN(Cc5ccc6c(c5)OCO6)CC4)ncnc3c12	1%	23µM*	x	x	x	-1%	0%	0%	u	27%	2.5%
C=CCn1c(SCC(=O)Nc2cc(C)ccc2OC)nnc1-c1ccco1	2%	-24%	3%	-5%	-2%	1%	1%	-6%	-16	3%	0.1%
Cc1ccc(CN2CCN(/N=C/c3ccco3)CC2)c(C)c1	8%	6%	-8%	-9%	-1%[46.1 µM]	1%	-2%	-5%	-3	1%	4.5%
COc1ccc(C(=O)NCCNC(=O)c2cnccn2)cc1OC	-1%	11%	2%	-3%	5%	1%	1%	-4%	x	6%	-0.2%
COc1ccc(-c2cc(C(=O)Nc3cc(C)n(Cc4ccc(Cl)cc4)n3)no2)cc1OC	-2%	u	x	-1%	-14%	0%	0%	9%	-19	0%	-0.1%
Cc1ccc(-c2nnn(CC(=O)Nc3ccc4nn(-c5ccccc5)nc4c3)n2)o1	2%	u	3%	1%	2%	2%	4%	6%	-12	-1%	0.3%
O=C(O)Cc1ccc(NC(=O)C2CC=CCC2C(=O)O)cc1 (configuration not stated)	u	8%	x	x	x	2%	1%	5%[15.4 µM]	1	2%	0.0%
COc1cc2c(-c3ccc4[nH]ccc4c3)c(-c3ccc(C#N)cc3)oc(=O)c2cc1OC	4%	u	2.5µM*	-3%	9%	u	-5%	27%	-22	29%	-0.4%
CCOP(=O)(OCC)/C(=N/OC(=O)c1cccc([N+](=O)[O-])c1)C(N)=O	-1%	19%	6%	1%	-3%	13%	3%	10%	0	-4%	0.0%
COc1ccc2nc(NC(=O)C(NS(=O)(=O)c3cccs3)C(C)C)sc2c1 (configuration not stated)	-5%	u	x	-4%	5%	u	-3%	-21%	1	-2%	-0.2%
CC1(NC(=O)CSc2nnc(-c3ccco3)n2Cc2ccccc2)CCS(=O)(=O)C1 (configuration not stated)	7%	7%	6%	-2%	-4%	-4%	-6%	-18%	-3	0%	-1.3%
CCOC(=O)C1(CCc2ccccc2)CCN(C(=O)CN2CCOC2=O)CC1	2%	6%	-4%	-1%	-2%	5%	2%	0%	-22	-4%	-0.8%
CCN1CCN(c2ncnc3c2cnn3-c2ccc(Cl)cc2)CC1	5%	u	2%	0%	2%	5%	2%	6%	5	u	-1.6%

High-throughput results as filed in PubChem.
